Screens from PubChem.
AGP1 TOR yeast: yeast TOR pathway AGP1-GFP modulation; S. cerevisiae AGP1-GFP multiplex flow cytometry, 3 h; GFP as percent of DMSO wells; GFP response vs DMSO, % at 10 µM; actives 0.02% (n = 320,000);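 active means GFP response relative to DMSO above a set limit, near screen average plus 3 SD, cut at about 150% in these data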;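 further: median GFP channel fluorescence of the gated AGP1 strain per well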
RPL19A TOR yeast: yeast TOR pathway RPL19A-GFP modulation; actives 0.3% (n = 330,000); percent response vs DMSO, % at 10 µM; S. cerevisiae RPL19A-GFP strain, flow cytometry, 3 h; active compounds read low;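 active means percent response vs DMSO below 50%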;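 further: median channel GFP fluorescence of the barcoded RPL19A-GFP strain; ratio of sample median GFP to plate DMSO average so 100% = DMSO; lower means less RPL19A-GFP as with rapamycin TOR inhibition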
GRK2 aptamer HTS: blocks RNA aptamer binding to human GRK2; actives 0.59% (n = 330,000); inhibition of aptamer binding, % at 10 µM; bead flow cytometry, FAM-aptamer displacement from GRK2; P25098;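 active means inhibition of aptamer binding above 40%, roughly 3 SD of noise, on plates passing a quality check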;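 further: median bead fluorescence of bound FAM aptamer so fluorescent compounds give negative values; no value below 0 was filed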
CR mimetic SO: caloric restriction mimetics inhibiting age-related superoxide in yeast. S. cerevisiae aged cells, superoxide DHE fluorescence; active compounds read low. superoxide response (% of plate mean), % at 10 µM. actives 0.18% (n = 330,000). AID 2690;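 active means superoxide response under a set limit, about three screen SD below normal, cut at about 65% in these data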;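 further: yeast aged for seven days with compound at 30 °C before DHE staining; 100% = average MFI of all compound-treated wells on the plate with controls excluded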
VLA-4 inh: inhibition in a human VLA-4 binding assay. P13612. VLA-4 expressing cells, ligand binding flow cytometry. inhibition, % (about 7 µM as worked out from the volumes in the protocol). actives 0.2% (n = 330,000). AID 2557; in the data active means inhibition above about 50%
Target sequence (P13612 whole entry, looked up): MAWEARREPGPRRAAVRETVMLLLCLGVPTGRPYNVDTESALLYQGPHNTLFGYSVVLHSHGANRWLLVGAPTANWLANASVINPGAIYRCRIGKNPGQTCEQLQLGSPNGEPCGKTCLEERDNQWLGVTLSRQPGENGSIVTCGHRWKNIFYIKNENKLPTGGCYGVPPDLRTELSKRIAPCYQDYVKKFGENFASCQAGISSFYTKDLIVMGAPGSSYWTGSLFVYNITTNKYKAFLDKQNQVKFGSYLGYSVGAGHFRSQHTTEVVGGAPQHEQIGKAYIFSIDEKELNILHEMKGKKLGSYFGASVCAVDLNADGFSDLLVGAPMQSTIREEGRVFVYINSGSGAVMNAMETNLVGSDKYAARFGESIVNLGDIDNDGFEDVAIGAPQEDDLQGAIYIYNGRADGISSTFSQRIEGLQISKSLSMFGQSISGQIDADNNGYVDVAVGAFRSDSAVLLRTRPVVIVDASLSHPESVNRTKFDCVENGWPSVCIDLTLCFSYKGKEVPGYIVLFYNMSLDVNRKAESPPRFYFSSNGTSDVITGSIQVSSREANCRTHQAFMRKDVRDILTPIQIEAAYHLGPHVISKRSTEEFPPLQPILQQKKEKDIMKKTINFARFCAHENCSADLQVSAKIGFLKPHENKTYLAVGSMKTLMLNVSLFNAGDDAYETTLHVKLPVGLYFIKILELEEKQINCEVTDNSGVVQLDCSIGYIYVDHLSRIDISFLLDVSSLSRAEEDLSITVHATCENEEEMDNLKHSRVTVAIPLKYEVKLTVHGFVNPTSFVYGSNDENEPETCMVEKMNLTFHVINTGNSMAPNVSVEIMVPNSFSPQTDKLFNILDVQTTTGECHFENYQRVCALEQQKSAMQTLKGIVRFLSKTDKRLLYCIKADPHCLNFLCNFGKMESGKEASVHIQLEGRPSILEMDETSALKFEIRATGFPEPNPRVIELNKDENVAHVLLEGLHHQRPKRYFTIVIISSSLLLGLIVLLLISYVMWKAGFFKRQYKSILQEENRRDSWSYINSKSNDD
MEP2-GFP yeast: alters MEP2-GFP fluorescence in TOR pathway yeast screen; S. cerevisiae MEP2-GFP strain, flow cytometry GFP, 3 h; 100% = DMSO control level; GFP response vs DMSO, % at 10 µM; actives 0.51% (n = 330,000); AID 2016;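 active means GFP response versus DMSO above a set limit, roughly screen mean plus 3 SD, cut at about 180% in these data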;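 further: median GFP fluorescence of the barcode-gated MEP2-GFP cells per well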
CIT2 TOR yeast: alters CIT2-GFP fluorescence in TOR pathway yeast screen | S. cerevisiae CIT2-GFP strain, flow cytometry, 3 h; 100 means same as DMSO wells | GFP response vs DMSO, % at 10 µM | actives 0.065% (n = 320,000) | AID 2029;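 active means GFP response relative to DMSO above a set limit, near the screen mean plus 3 SD, cut at about 150% in these data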;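 further: ratio of well median GFP fluorescence to mean of DMSO wells on the plate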
LAP4-GFP MLPCN: yeast TOR pathway LAP4-GFP modulation | actives 0.34% (n = 320,000) | GFP response vs DMSO, % at 10 µM | S. cerevisiae LAP4-GFP multiplex, flow cytometry GFP, 3 h; median GFP as percent of DMSO wells | AID 2023;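 active means GFP response vs DMSO above a set limit, about the screen mean plus 3 SD, cut at about 150% in these data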
Active calls of the source: *; nt = no result given. Hits appear at their usual frequency; any-hit rate near 1.7%.

SMILES	AGP1 TOR yeast	RPL19A TOR yeast	GRK2 aptamer HTS	CR mimetic SO	VLA-4 inh	MEP2-GFP yeast	CIT2 TOR yeast	LAP4-GFP MLPCN
COc1ccc(C2=C(C=C(C#N)C#N)C(c3ccccc3C)c3ccccc3O2)cc1OC (stereo not drawn)	103	102	1	93	12	98	101	96
Cc1cccc(CN2CCC(C(=O)Nc3ccc(-n4nc(C)cc4C)cc3)CC2)n1	90	101	4	101	5	95	98	74
COCCOc1cc(N)c(Cl)cc1Cl	96	99	0	100	-2	98	88	92
Cc1cc(=O)n2nc(N3CCCC(C(=O)NCc4ccc(Cl)cc4)C3)sc2n1 (stereo not drawn)	96	99	0	113	7	105	95	92
CCn1c(CNC(=O)c2ccc(OC)c(OC)c2)nnc1SCC(=O)Nc1ccccc1	109	102	1	106	8	103	108	99
O=C(NCC(c1ccco1)N1CCCCC1)c1ccc(NS(=O)(=O)c2ccc(F)cc2)cc1 (stereo not drawn)	92	104	0	80	-3	101	111	84
COc1ccccc1NC(=O)NCCc1c[nH]c2ccccc12	104	101	0	97	4	102	99	106
O=C(O)c1ccoc1CN1CCCCC1	99	95	0	95	3	104	95	96
COc1ccccc1-c1cc(C(=O)Nc2cc(C)nn2-c2ccccc2)no1	94	90	0	91	20	96	101	93
O=C1CCN(Cc2ccccc2)CCN1[C@H](CSc1ccccc1)c1ccccc1	86	100	3	105	24	94	71	109
O=C1c2cccc3cccc(c23)N1Cc1cccc(F)c1	97	103	0	113	3	106	98	90
COC(=O)c1cc(C(=O)Nc2ccc(C)cn2)cc([N+](=O)[O-])c1	84	95	0	114	7	85	91	87
Fc1cccc(Cl)c1CSc1nnc(-c2ccncc2)o1	94	104	0	96	0	101	102	80
COc1ccc(CN(Cc2cccn2C)C(=O)c2cc3cc(OC)ccc3[nH]2)cc1	nt	101	1	99	16	100	nt	nt
Cc1cc(=O)oc2cc3c(cc12)OCCO3	99	101	3	99	8	103	100	97
N#Cc1c(NC(=O)CCC(=O)O)sc2c1CCCCC2	104	101	3	108	-9	127	104	115
O=C(NCc1ncc(C(F)(F)F)cc1Cl)Nc1ccccc1	92	99	0	98	-6	108	95	98
N#C/C(N=Nc1ccccc1O)=N\Nc1ccccc1O	74	97	2	87	-338	92	77	183*
CCN(CC)C(=O)C(=O)c1cccn1-c1cccc(Cl)c1C#N	97	97	0	105	-3	91	83	91
CCOc1ccc(N(CC)S(=O)(=O)c2c(C)[nH]c(=O)[nH]c2=O)cc1	103	99	8	104	7	96	98	94
CCN(CC)S(=O)(=O)c1ccc(C(=O)Nc2nnc(COC)o2)cc1	99	101	2	92	27	105	103	95
CC(OC(=O)CCN1C(=O)C2CC=CCC2C1=O)C(=O)c1ccc(F)cc1 (stereo not drawn)	96	98	7	119	23	101	84	97
CN1C(=O)C(O)(C2COC(C)(C)CC2=O)c2cc(Br)ccc21 (stereo not drawn)	88	89	0	116	-14	92	94	85
CCOc1cc(/C=C/C(=O)O)ccc1OCCOc1ccc(F)cc1	100	97	4	71	4	101	103	92
CSc1ccc(C2c3[nH]c4ccccc4c3CCN2C(=O)c2cc(C)n(C)n2)cc1 (stereo not drawn)	80	93	1	84	15	64	90	110

A run of entries from further up, as a working copy:
SMILES	AGP1 TOR yeast	RPL19A TOR yeast	GRK2 aptamer HTS	CR mimetic SO	VLA-4 inh	MEP2-GFP yeast	CIT2 TOR yeast	LAP4-GFP MLPCN
COc1ccc(C2=C(C=C(C#N)C#N)C(c3ccccc3C)c3ccccc3O2)cc1OC (stereo not drawn)	103	102	1	93	12	98	101	96
Cc1cccc(CN2CCC(C(=O)Nc3ccc(-n4nc(C)cc4C)cc3)CC2)n1	90	101	4	101	5	95	98	74
COCCOc1cc(N)c(Cl)cc1Cl	96	99	0	100	-2	98	88	92
Cc1cc(=O)n2nc(N3CCCC(C(=O)NCc4ccc(Cl)cc4)C3)sc2n1 (stereo not drawn)	96	99	0	113	7	105	95	92
CCn1c(CNC(=O)c2ccc(OC)c(OC)c2)nnc1SCC(=O)Nc1ccccc1	109	102	1	106	8	103	108	99
O=C(NCC(c1ccco1)N1CCCCC1)c1ccc(NS(=O)(=O)c2ccc(F)cc2)cc1 (stereo not drawn)	92	104	0	80	-3	101	111	84
COc1ccccc1NC(=O)NCCc1c[nH]c2ccccc12	104	101	0	97	4	102	99	106
O=C(O)c1ccoc1CN1CCCCC1	99	95	0	95	3	104	95	96
COc1ccccc1-c1cc(C(=O)Nc2cc(C)nn2-c2ccccc2)no1	94	90	0	91	20	96	101	93
O=C1CCN(Cc2ccccc2)CCN1[C@H](CSc1ccccc1)c1ccccc1	86	100	3	105	24	94	71	109
O=C1c2cccc3cccc(c23)N1Cc1cccc(F)c1	97	103	0	113	3	106	98	90
COC(=O)c1cc(C(=O)Nc2ccc(C)cn2)cc([N+](=O)[O-])c1	84	95	0	114	7	85	91	87
Fc1cccc(Cl)c1CSc1nnc(-c2ccncc2)o1	94	104	0	96	0	101	102	80
COc1ccc(CN(Cc2cccn2C)C(=O)c2cc3cc(OC)ccc3[nH]2)cc1	nt	101	1	99	16	100	nt	nt
Cc1cc(=O)oc2cc3c(cc12)OCCO3	99	101	3	99	8	103	100	97

More compounds follow.
SMILES	AGP1 TOR yeast	RPL19A TOR yeast	GRK2 aptamer HTS	CR mimetic SO	VLA-4 inh	MEP2-GFP yeast	CIT2 TOR yeast	LAP4-GFP MLPCN
COc1ccc2c(c1)CC[C@@H]1[C@@H]2CC[C@]2(C)[C@@H](C(=O)O)C[C@@H]12	78	93	2	97	26	94	64	167*
CCC(NC(=O)c1ccc(C#CC2(O)CCCCC2)cc1)C(=O)O (stereo not drawn)	114	104	0	92	-1	107	115	115
COc1ccc([C@H]2CC(=O)C=C(c3ccc(-c4ccccc4)c(F)c3)C2)cc1OC	103	102	0	95	-12	94	99	99
COc1ccc(CNCc2cn(-c3cccc(F)c3)nc2-c2ccc(C)o2)cc1	93	100	0	100	12	96	98	94
CN1C(=O)[C@H]2[C@@H](C3CC3)N3C(=O)CN(CCO)C(=O)[C@@]3(Cc3ccccc3)[C@H]2C1=O	97	111	1	89	1	96	96	107
Cc1ccc(OCc2nc(C#N)c(NCCCn3ccnc3)o2)cc1	96	100	0	74	0	99	94	97
Cc1ccc(CN2CCN(Cc3c[nH]c4ccccc34)CC2CCO)o1 (stereo not drawn)	102	98	0	102	11	102	102	101
CCC(C)[C@H](N)c1nnc(SCC(=O)c2ccc(Cl)cc2)o1 (stereo partly drawn)	118	nt	0	110	2	109	123	117
CCOC(=O)c1cc(NC(=O)N2CCCCC2)c(C)nc1C	104	103	1	96	-1	99	93	114
Cc1ccc(NC(=O)CCNC(=O)c2ccc([N+](=O)[O-])cc2)cc1S(=O)(=O)N(C)C	98	95	0	119	14	102	94	100
COc1ccc(-c2csc(N(C)C(=O)c3cccs3)n2)cc1	90	90	0	113	-1	90	86	94
O=S1(=O)CC2N=C(N(Cc3c(F)cccc3Cl)c3ccccc3F)SC2C1 (stereo not drawn)	99	97	0	88	10	99	98	94
Cc1nn(-c2ccccc2)c(Cl)c1/C=N\NC(=O)c1cncc(Br)c1	104	103	1	101	-16	104	101	100
CN(C)CCNC(=O)c1ccc(COc2ccc(Cl)cc2Cl)cc1	101	99	0	97	10	113	103	104
Cc1cc(C)cc(N(CC(=O)N2CCCCCC2)S(C)(=O)=O)c1	104	105	0	92	-9	103	104	95
CSc1nc(Cl)c(Cc2ccc(OC(C)C)cc2)c(N2CCOCC2)n1	95	95	2	100	-1	97	101	95
O=C1C(=O)c2ccccc2C(O)=C1c1cccc([N+](=O)[O-])c1	92	100	0	200	8	88	81	97
N/C(=N/O)c1nc(N2CCCCC2)nc(N2CCCCC2)n1	98	101	0	95	12	108	93	102
CC(NC(=S)NCc1ccc(F)cc1)C12CC3CC(CC(C3)C1)C2 (stereo not drawn)	105	105	2	94	12	106	102	100
COc1ccc(CNc2nc3ccccc3n2Cc2ccc(C)cc2)cc1OC	102	100	0	96	0	96	106	100
COc1ccccc1N(CC(O)COc1ccccc1C)S(=O)(=O)c1ccccc1 (stereo not drawn)	101	101	1	103	10	103	101	100
CC1CCN(C2=NC(=O)/C(=C/c3ccccc3F)S2)CC1	86	100	29	110	8	99	91	95
O=C(O)/C(=C\c1cccc(OCc2ccccc2)c1)c1ccc(F)cc1	87	99	1	112	2	110	97	106
CC(=O)C1C(c2cccc(Oc3ccccc3)c2)NC(=O)NC1(O)C(F)(F)F (stereo not drawn)	100	101	2	100	14	104	93	94
CCOc1ccc(NC(=O)c2ccc(NC(=O)c3ccc(CN4CCOCC4)cc3)cc2)cc1	97	95	0	107	-2	100	86	106
SMILES	AGP1 TOR yeast	RPL19A TOR yeast	GRK2 aptamer HTS	CR mimetic SO	VLA-4 inh	MEP2-GFP yeast	CIT2 TOR yeast	LAP4-GFP MLPCN
CC(OC(=O)CCc1nc2ccccc2[nH]c1=O)c1ccccc1 (stereo not drawn)	104	100	1	103	7	102	98	107
O=C(CCCOC(=O)c1ccc(O)cc1O)c1ccc(F)cc1	97	100	5	93	0	104	89	117
CCc1cc(=O)oc2c3c(cc(OCC(=O)NCCCCCC(=O)O)c12)OC(C)(C)CC3	95	104	0	99	15	106	94	92
CCCCC(=O)N(CCOC)c1nnc(-c2ccccc2C)s1	98	101	9	111	1	99	104	91
N#Cc1c(-c2ccccc2)c(-c2ccccc2)nn(CC(=O)NNC(=O)Nc2ccc(Cl)cc2)c1=O	113	102	1	92	-10	100	99	110
O=C(NC(=S)Nc1ccccc1Br)C1CCC1	87	103	6	84	15	93	92	90
O=C(O)c1ccc(OCc2ccc(C(=O)O)o2)cc1	102	100	7	86	9	101	102	102
CCCCn1c(N)c(N(CC)C(=O)c2cc(S(=O)(=O)N3CCCCCC3)ccc2OC)c(=O)[nH]c1=O	98	95	0	91	-1	97	99	96
CCOC(=O)C1(Cc2ccccc2)CCCN(Cc2cccc(C(C)=O)c2)C1 (stereo not drawn)	102	92	0	104	7	98	93	104
COc1cc2nc(Nc3ccc(C)c(C)c3)nc(N)c2cc1OC	101	103	0	97	7	101	107	89
O=C(CN1CCN(c2ccccc2)CC1)Nc1ccc(OCc2ccccc2)cc1	82	92	0	91	-4	92	88	101
COc1cc(C2NC(=O)NC(C)=C2C(=O)OCc2ccc(C)cc2)cc(OC)c1OC (stereo not drawn)	104	105	2	95	6	101	109	93
CNC(=O)c1ccsc1NC(=O)CS(=O)(=O)c1ccc(Cl)cc1	95	96	0	91	16	99	99	93
CN(C)c1ccc(/C=N/NC(=O)CNC(=O)/C=C/c2ccco2)cc1	85	89	0	92	21	83	93	79
Cc1nnc2n(Cc3ccccc3)c(=O)c3c4c(sc3n12)COC(C)(C)C4	98	94	1	97	0	94	94	92
